AT treatment: potential ataxia-telangiectasia treatment; […] A-T fibroblasts, KAP-1 phosphorylation AlphaLISA; neocarzinostatin DNA damage 30 min before lysis; Potency, µM (highest dose often 57.5 µM), for inactives: at the highest dose activation, usual class: activators; hit rate 0.19% among 320,000; AID 485349; also: potency is read from the fitted curve at half-maximal effect; % of control where 0% means no effect; nearly all actives have a fitted effect of over 45% in size
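hTERT-immortalized A-T patient fibroblasts ([…]), 500 cells/well in OPTI-MEM, 1% FBS, got compounds for 60 min, then NCS for 30 min at 37C. Lysates were then assayed for phospho-KAP-1 by AlphaLISA (anti-pKAP1 donor, anti-KAP1 acceptor beads), 6 hr at 25C.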
USP2a block: blocks human ubiquitin-specific protease USP2a; O75604; hit rate 0.01% among 330,000; USP2 core, Ub-CHOP2 coupled fluorogenic reporter, 485/531; Potency, µM (series often up to 38.3 µM), without a hit: at the top dose activity change, negative = inhibition, usual class: inhibitors;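 also: potency is read from the fitted curve at half-maximal effect; plate controls were DMSO wells for no effect and full inhibition by NEM control for full effect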
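Cell-free coupled assay: 10nM USP2 core preincubated 30min RT with compound in Tris-HCl pH 8.0/CaCl2/CHAPS buffer, then 25nM Ub-CHOP2 and 25nM reporter substrate; fluorescence (Ex 485/Em 531) read after 60min RT, normalized to NEM inhibition, concentration-response curves fitted.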
TCR activator: T cell receptor activation. primary human leukocytes, anti-CD3, IL-2 HTRF, 48 h. Potency, µM (series often up to 9.22 µM), for inactives: at the highest dose activation of IL-2 secretion, actives largely listed as activators. 330,000 tested, under 10 active; also: % of control where 0% means no effect
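Primary human leukocytes receive a-CD3 beads and test compound and are incubated 48 hr. Secreted IL-2 is then assayed by HTRF, measuring 665nm acceptor emission after 320nm excitation of the europium donor.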
Eya2 inh: inhibitors of human Eya2 phosphatase activity | hit rate 0.006% among 330,000 | Potency, µM (highest dose often 76.9 µM), without a hit: at the top dose activity, negative = inhibition, actives largely listed as inhibitors | AID 488837 | O00167 | recombinant Eya2, OMFP fluorescence dephosphorylation (OMFP is methylfluorescein phosphate); also: potency is read from the fitted curve at half-maximal effect; % is scaled to controls: 0 for no effect and ±100 for the full control effect
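Eya2 protein (added as 0.2 uM solution) was preincubated with compound for 10 min at ambient temperature in 50 mM HEPES pH 7.5, 50 mM NaCl, 5 uM MgCl2, 0.05% BSA, 1 mM DTT. OMFP (added at 50 uM) then reacted 10 min; fluorescence read at 485/525 nm.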
TSHR antagonist: human thyrotropin receptor antagonism; P16473; hit rate 0.2% among 330,000; TSHR-expressing cells, TSH-stimulated cAMP HTRF, 2 h; stronger effect = lower value; activity change, negative = inhibition, % at 11.5 µM;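 active = activity change below a set negative limit, meaning inhibition stronger than a set level, cut at about -70% in these data; inconclusive = activity change between two set negative limits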; also: % is scaled to controls: 0 for no effect and ±100 for the full control effect
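Competitive HTRF cAMP read-out (cryptate anti-cAMP antibody, cAMP-d2; 30 min, room temperature) in freshly harvested TSHR cells. Compounds added before TSH at EC80 (4nM final), followed by 2 hours' incubation at 37 deg C.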
TRPV1 ag: agonists of human vanilloid receptor 1 (TRPV1); Q8NER1; TRPV1-expressing cells, Fluo-8 calcium influx, agonist mode; activation, % at 8.33 µM; hit rate 0.19% among 320,000; AID 540275; in the data active = activation above about 80%; inconclusive = between about 30% and that limit; also: 0% is about no effect
Target sequence (Q8NER1 whole entry, looked up): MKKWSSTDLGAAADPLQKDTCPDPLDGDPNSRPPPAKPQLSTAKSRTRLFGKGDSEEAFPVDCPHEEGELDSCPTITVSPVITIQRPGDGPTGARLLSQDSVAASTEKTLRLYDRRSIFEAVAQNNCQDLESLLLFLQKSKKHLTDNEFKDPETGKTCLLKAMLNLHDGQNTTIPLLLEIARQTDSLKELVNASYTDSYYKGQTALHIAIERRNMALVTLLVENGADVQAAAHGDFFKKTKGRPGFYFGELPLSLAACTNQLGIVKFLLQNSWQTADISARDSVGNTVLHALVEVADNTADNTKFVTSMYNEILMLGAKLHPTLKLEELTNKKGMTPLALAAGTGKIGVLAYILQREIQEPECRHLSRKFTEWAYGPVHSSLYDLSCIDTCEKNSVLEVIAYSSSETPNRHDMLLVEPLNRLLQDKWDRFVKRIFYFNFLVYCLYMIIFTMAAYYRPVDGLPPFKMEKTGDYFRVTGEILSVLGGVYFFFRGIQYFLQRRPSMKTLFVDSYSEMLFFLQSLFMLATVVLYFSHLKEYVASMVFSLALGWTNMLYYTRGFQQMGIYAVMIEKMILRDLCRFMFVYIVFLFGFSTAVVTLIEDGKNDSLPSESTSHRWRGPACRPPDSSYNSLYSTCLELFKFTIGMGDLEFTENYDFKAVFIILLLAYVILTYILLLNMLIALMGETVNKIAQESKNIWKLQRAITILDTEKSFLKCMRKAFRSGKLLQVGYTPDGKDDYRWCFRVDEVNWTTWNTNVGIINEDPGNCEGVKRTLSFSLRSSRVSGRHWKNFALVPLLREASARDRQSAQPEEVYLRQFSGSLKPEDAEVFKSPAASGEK
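Fluo-8 calcium influx in TRPV1-expressing cells, kinetic read (ex 480/em 520 nm). Compound added and read 3 min for agonist activity, followed by capsaicin at EC20 final and 2 min further read for enhancement.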
KCNH2 3.1 inh: inhibitors of human KCNH2 3.1 potassium channel isoform | U2OS KCNH2 3.1, thallium flux FluxOr; stronger effect = lower value | activity change, % (tested at about 1.8 µM) | hit rate 0.95% among 340,000;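 active = maximum activity change below -70%; inconclusive = maximum activity change from -70% to -50%; inactive = maximum activity change above -50%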;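 also: thallium influx rate constant from kinetic fluorescence after stimulation buffer; % is scaled to controls: 0 for no effect and ±100 for the full control effect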
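Thallium flux read-out: FluxOr dye with Red40 quencher in HBSS/HEPES, 45 min at RT. Rate constants from kinetic reads were normalized to positive and negative DMSO controls. Cells: U2OS virally expressing the 3.1 isoform.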
ELG1 DNA repair: blocks ELG1-dependent DNA repair in HEK293T cells. Potency, µM (highest dose often 46.1 µM), inactives show top-dose activity change, negative = inhibition, hits mostly inhibitors. HEK293T ELG1-luciferase reporter, luminescence, 16 h; DNA damage induced by 5-fluorouridine. hit rate 2.3% among 330,000. AID 504467; also: potency is read from the fitted curve at half-maximal effect; % is scaled to controls: 0 for no effect and ±100 for the full control effect; nearly all actives have a fitted effect of over 55% in size
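Quantitative HTS, concentration-response format. 2,000 cells/well co-treated with 5-fluorouridine and compound, 16 hr in 5% CO2 at 37 °C; ONE-Glo luminescence read after 30 min.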
Mito fusion yeast: mitochondrial division inhibition or fusion activation; Potency, µM (top dose mostly 46.1 µM), inactives show at the top dose growth rescue (activation), hits mostly activators; S. cerevisiae fusion-defective mutant growth rescue, CellTiterGlo 48 h; hit rate 0.23% among 320,000;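 also: potency is read from the fitted curve at half-maximal effect; % of control where 0% means no effect; nearly all actives have a fitted effect of over 45% in size; temperature-sensitive fusion mutants such as fzo1-1 at 37 °C on non-fermentable ethanol glycerol medium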
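Temperature-sensitive fusion-defective S. cerevisiae (e.g. fzo1-1, mgm1-5) were grown with compound in YPEG medium (3% ethanol, 3% glycerol) for 48 hours at 37C. Growth rescue was measured as viability by CellTiterGlo luminescence after 10 minutes at ambient.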
hERG WT inh: blocks the wildtype human KCNH2 potassium channel. Q12809. U2OS, BacMam KCNH2, thallium flux FluxOr; stronger effect = lower value. activity change, % at 1.84 µM. hit rate 0.37% among 340,000. AID 720551;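 active = maximum activity change below -70%; inconclusive = maximum activity change between -70% and -50%; inactive = maximum activity change above -50%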; also: % is scaled to controls: 0 for no effect and ±100 for the full control effect
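U2OS cells were transduced with wild-type KCNH2 virus (2.03 x 10^8 / mL) for 4 h at room temperature, then cultured overnight at 37 C. Thallium flux was read with FluxOr dye. Rate constants were normalized to DMSO controls.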
Numbers without * were called inactive; u = inconclusive; x = not tested or not shown; [ ] = remark or other dose. Unless noted, calls follow the shape of the dose curve; as a rule, active = well fitted curve in the direction sought with a large enough effect; inconclusive = small, poorly fitted or top-dose-only effect, or another doubt; inactive = no such curve, though single readings can be large; an effect the other way counts as inactive or inconclusive. Not all compounds are listed (hit frequency here may not be typical).

nr	Structure	AT treatment	USP2a block	TCR activator	Eya2 inh	TSHR antagonist
1	O=C1c2ccccc2C(=O)N1CSc1ncccn1	-4%	2%	2%	1%	-5
2	CCOCCCNC(=O)c1cn(CC)c2ccc(S(=O)(=O)N3CCC(C)CC3)cc2c1=O	x	3%	2%	-5%	-12
3	CCC1CCCCN1CCCNC(=O)CNC(=O)Cn1ccc2ccccc2c1=O (stereo not drawn)	4%	-2%	-7%	-2%	2
4	Cc1cc(NC(=O)CCC(=O)N(Cc2ccccc2)C(C(=O)NC2CCCC2)c2ccc(C)o2)no1 (stereo not drawn)	-7%	-1%	2%	-20%	-7
5	O=C(NCc1ccccn1)c1cccc(S(=O)(=O)N2CCc3ccccc32)c1	17%	1%	-5%	5%	-3
6	Cn1c(SCc2nc3cc(C(=O)O)ccc3c(=O)[nH]2)nnc1C(F)(F)F	-5%	1%	x	3%	-1
7	CC(NC(=O)C1CCN(S(=O)(=O)c2ccc3nc4c(c(C(=O)O)c3c2)CCCC4)CC1)c1ccccc1 (stereo not drawn)	6%	1%	0%	0%	8
8	COc1cc(C)nn1-c1ccc(Cl)cc1	8%	-1%	0%	3%	3

nr	TRPV1 ag	KCNH2 3.1 inh	ELG1 DNA repair	Mito fusion yeast	hERG WT inh
1	1	2	21%	3%	9
2	u	-4	x	2%	0
3	3	5	3%	-2%	1
4	17	-3	-15%	19%	8
5	x	3	u	x	3
6	-3	-7	7%	2%	0
7	1	-36	5%	2%	-2
8	6	3	17%	-4%	-22

Remaining list, next part:
nr	Structure	AT treatment	USP2a block	TCR activator	Eya2 inh	TSHR antagonist
9	Cc1sc(N/N=C/c2ccco2)nc1-c1ccccc1	-6%	-2%	-1%[46.1 µM]	4%	-13
10	COc1ccc(NC(=O)c2cnc(SC)n2-c2ccc(F)cc2)c(OC)c1	-2%	0%	5%	2%	2
11	CC(=O)Nc1ccc(NC(=O)CSc2ccc3nnc(-c4cccnc4)n3n2)cc1	5%	0%	-18%	4%	46
12	CCOC(=O)C1CCCN(C(=O)CCNS(=O)(=O)c2ccc(Br)cc2)C1 (stereo not drawn)	5%	-1%	-9%	19%	-26
13	Nc1n[nH]c(S(=O)(=O)CCCc2ccccc2)n1	-3%	-2%	-4%	-17%	-3
14	C=CCC[C@@H](Cc1ccc(F)cc1)C(=O)OC[C@@H](Cc1c[nH]c2ccccc12)NC(=O)[C@H](CC=C)CC(=O)N(CCO)Cc1ccccc1	-3%	-2%	-1%	-5%	-10
15	COC(=O)c1ccc(C(=O)Nc2ccc3nc(-c4cccnc4)[nH]c3c2)cc1	7%	-1%	-2%	11%	-5
16	O=C(Nc1ccccc1C(=O)NC1CCCCC1)c1ccccc1	5%	4%	-2%	-11%	5

nr	TRPV1 ag	KCNH2 3.1 inh	ELG1 DNA repair	Mito fusion yeast	hERG WT inh
9	12	-11	u	0%	-9
10	3	-10	u	-2%	-1
11	-2	11	-4%	1%	-16
12	8	12	-4%	-4%	10
13	-2	9	-4%	1%	4
14	x	-14	18µM*	x	6
15	-1	12	2%	1%	11
16	u	-1	u	5%	10

Next part:
nr	Structure	AT treatment	USP2a block	TCR activator	Eya2 inh	TSHR antagonist
17	CN(C)c1ccc(C=Nc2ccccc2)cc1	4%	0%	-42%	3%	-5
18	Cc1nn(-c2ccc(Cl)cc2Cl)c(C)c1C(=O)O	-1%	3%	-1%	-1%	12
19	CC(C)C1=NOC(C(=O)N2CCC(N3CCC(C(=O)N4CCOCC4)CC3)CC2)C1 (stereo not drawn)	6%	0%	-4%	3%	-4
20	NC(=O)C1CCN(C(=O)C(Cc2ccccc2)NC(=O)c2ccccc2)CC1 (stereo not drawn)	1%	2%	-2%	18%	-8
21	CCN1CCCC1CN(Cc1cc2ccc(C)cc2[nH]c1=O)C(=S)Nc1cccc(OC)c1 (stereo not drawn)	3%	2%	0%[46.1 µM]	-4%	16
22	C=CCOc1ccc(CNc2ccc3[nH]c(=O)[nH]c3c2)cc1	7%	3%	x	3%	-19
23	COc1ccc(CCNC(=O)C2CCC(=O)N(CCc3ccc(OC)cc3)C2)cc1 (stereo not drawn)	-8%	4%	0%	6%	4
24	COc1cccc(NC(=O)CCNC(=O)N2CC(=O)Nc3ccccc32)c1	2%	1%	-5%	2%	16

nr	TRPV1 ag	KCNH2 3.1 inh	ELG1 DNA repair	Mito fusion yeast	hERG WT inh
17	2	0	u	5%	-8
18	2	-6	11%	1%	-4
19	3	-3	3%	3%	-16
20	-3	-5	-1%	-1%	-7
21	4	-38	-5%	-2%	-19
22	-3	0	-1%	4%	-2
23	1	9	21%	4%	-2
24	2	7	4%	-6%	-10

Going on with the list:
nr	Structure	AT treatment	USP2a block	TCR activator	Eya2 inh	TSHR antagonist
25	CCNc1oc(COc2ccccc2F)nc1C#N	-1%	1%	-4%	-7%	-21
26	COc1cccc(/C=N/NC(N)=S)c1OCc1cccc(Cl)c1	8%	-4%	-1%[46.1 µM]	-14%	-45
27	NS(=O)(=O)c1ccc(NC(=O)COc2ccc(S(=O)(=O)N3CCCC3)cc2)cc1	5%	5%	6%	2%	-12
28	Cc1cccc(N2C(=O)CC(Sc3nccc(C)n3)C2=O)c1 (stereo not drawn)	9%	-1%	-8%	5%	-9
29	O=C(COc1ccccc1)NCC(=O)Nc1ccncc1	-1%	0%	0%	-22%	9
30	CCOC(=O)c1[nH]c2ccc(Br)cc2c1NC(=O)CCN1CCCC(C)C1 (stereo not drawn)	-4%	2%	-3%[46.1 µM]	-1%	12
31	Cc1cccc(OCC(=O)N(Cc2ccc(C)o2)C2CCS(=O)(=O)C2)c1 (stereo not drawn)	-7%	3%	-5%	-12%	7
32	COc1ccc(/C=C/C(=O)O)cc1S(=O)(=O)N1CCCCC1	-1%	0%	2%	-2%	5

nr	TRPV1 ag	KCNH2 3.1 inh	ELG1 DNA repair	Mito fusion yeast	hERG WT inh
25	5	3	u	0%	-2
26	-2	-15	u	u	-1
27	1	2	-7%	0%	-7
28	3	8	1%	-19%	1
29	-4	13	3%	-1%	1
30	28	x	-3%	x	x
31	3	17	23%	2%	4
32	-1	8	19%	3%	-8

Compounds 22 to 29, quoted:
nr	Structure	AT treatment	USP2a block	TCR activator	Eya2 inh	TSHR antagonist
22	C=CCOc1ccc(CNc2ccc3[nH]c(=O)[nH]c3c2)cc1	7%	3%	x	3%	-19
23	COc1ccc(CCNC(=O)C2CCC(=O)N(CCc3ccc(OC)cc3)C2)cc1 (stereo not drawn)	-8%	4%	0%	6%	4
24	COc1cccc(NC(=O)CCNC(=O)N2CC(=O)Nc3ccccc32)c1	2%	1%	-5%	2%	16
25	CCNc1oc(COc2ccccc2F)nc1C#N	-1%	1%	-4%	-7%	-21
26	COc1cccc(/C=N/NC(N)=S)c1OCc1cccc(Cl)c1	8%	-4%	-1%[46.1 µM]	-14%	-45
27	NS(=O)(=O)c1ccc(NC(=O)COc2ccc(S(=O)(=O)N3CCCC3)cc2)cc1	5%	5%	6%	2%	-12
28	Cc1cccc(N2C(=O)CC(Sc3nccc(C)n3)C2=O)c1 (stereo not drawn)	9%	-1%	-8%	5%	-9
29	O=C(COc1ccccc1)NCC(=O)Nc1ccncc1	-1%	0%	0%	-22%	9

nr	TRPV1 ag	KCNH2 3.1 inh	ELG1 DNA repair	Mito fusion yeast	hERG WT inh
22	-3	0	-1%	4%	-2
23	1	9	21%	4%	-2
24	2	7	4%	-6%	-10
25	5	3	u	0%	-2
26	-2	-15	u	u	-1
27	1	2	-7%	0%	-7
28	3	8	1%	-19%	1
29	-4	13	3%	-1%	1

The results go on.
nr	Structure	AT treatment	USP2a block	TCR activator	Eya2 inh	TSHR antagonist
33	CCOc1ccc(C(c2c(C)[nH][nH]c2=O)c2c(C)[nH][nH]c2=O)cc1OCC	-2%	5%	0%[46.1 µM]	-1%	4
34	Cc1ccc(-c2n[nH]c(=S)n2/N=C/C=C/c2ccccc2[N+](=O)[O-])cc1	-3%	2%	5%	10%	-20
35	COc1ccc2oc(C(=O)OCC(=O)NC3CCCC3)c(C)c2c1	-2%	-2%	5%	4%	-4
36	CCn1cc(C(=O)N[C@@H](CCSC)C(=O)NCCCOC)c(=O)c2cc3c(cc21)OCO3	-2%	0%	-2%	8%	-4

nr	TRPV1 ag	KCNH2 3.1 inh	ELG1 DNA repair	Mito fusion yeast	hERG WT inh
33	0	17	21%	-1%	-3
34	17	-35	0%	-5%	8
35	13	20	1%	1%	-1
36	-3	4	8%	9%	-1

Compound activity (PubChem BioAssay)
